Apoferritin bind: binds horse apoferritin like a general anesthetic; apoferritin/1-aminoanthracene competitive binding, fluorescence; Potency, µM (series often up to 77.5 µM), without a hit: at the top dose activity change, negative = displacement, hits mostly inhibitors; 350,000 tested, 0.074% active; AID 485281; also: nearly all actives have a fitted effect of over 20% in size
Target sequence (P02791 2-175 limits assumed): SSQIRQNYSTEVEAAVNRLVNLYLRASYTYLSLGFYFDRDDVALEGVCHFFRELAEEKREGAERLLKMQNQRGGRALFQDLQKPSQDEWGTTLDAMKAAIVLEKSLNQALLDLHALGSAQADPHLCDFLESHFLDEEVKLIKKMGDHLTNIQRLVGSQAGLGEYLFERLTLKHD
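Probe: 1-aminoanthracene (50% saturated, PBS). Protein: horse-spleen apoferritin, 10 uM. Incubation: 10 min, room temperature. Detection: 380 nm excitation, 535 nm emission. Analysis: normalized response, four-parameter Hill.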
Pol beta inh: inhibitors of human DNA polymerase beta | P06746 | Pol beta primer extension/strand displacement, fluorescence kinetic | Potency, µM (doses to about 114 µM), for inactives: top-dose activity change, negative = inhibition, most hits filed as inhibitors | 340,000 tested, 1.3% active
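Kinetic readout of DNA synthesis with strand displacement by Pol beta. Compound and 10 nM enzyme sit 15 min at room temperature; 50 nM substrate starts the reaction, read immediately and at 10 min.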
APE1 inh: inhibitors of human APE1 endonuclease; P27695; recombinant APE1, TAMRA/BHQ-2 abasic DNA cleavage fluorescence; Potency, µM (series often up to 65.8 µM), inactives show top-dose activity change, negative = inhibition, hits mostly inhibitors; 350,000 tested, 0.35% active; AID 2517;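 also: plate controls were vehicle for no effect and reference inhibitor for full effect; nearly all actives have a fitted effect of over 55% in size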
Target sequence (P27695 whole entry, looked up): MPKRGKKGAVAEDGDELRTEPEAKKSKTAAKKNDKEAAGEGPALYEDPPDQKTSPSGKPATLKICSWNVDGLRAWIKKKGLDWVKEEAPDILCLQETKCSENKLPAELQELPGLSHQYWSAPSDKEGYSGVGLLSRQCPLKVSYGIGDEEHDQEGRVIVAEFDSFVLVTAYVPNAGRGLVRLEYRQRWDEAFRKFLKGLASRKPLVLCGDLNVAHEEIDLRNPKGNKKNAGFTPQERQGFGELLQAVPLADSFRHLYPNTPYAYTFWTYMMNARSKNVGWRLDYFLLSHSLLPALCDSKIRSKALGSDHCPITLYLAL
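Readout is kinetic fluorescence (ex 525, em 598 nm) from cleavage of 50 nM TAMRA/BHQ-2 THF abasic duplex by 0.75 nM APE1, compound added 15 min beforehand at RT.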
The depositor's hits bear a star; ? = inconclusive; . = no result given; [ ] = remark or other dose. Calls follow the shape of the dose curve; as a rule, active = well fitted curve in the direction sought with a large enough effect; inconclusive = small, poorly fitted or top-dose-only effect, or another doubt; inactive = no such curve, though single readings can be large; an effect the other way counts as inactive or inconclusive. Unless noted, % is scaled to controls: 0 for no effect and ±100 for the full control effect; potency is read from the fitted curve at half-maximal effect. The list is partial; rates above refer to the full screens.

Each structure is followed by: Apoferritin bind | Pol beta inh | APE1 inh
- CCCN(CC1CC1)C(=O)CSc1nnc(-c2ccco2)n1N
→ 0% | -3% | 17%
- CCCCNC(=O)c1cc2c(=O)n3cccc(C)c3nc2n1C
→ 6% | 9% | 10%
- N#Cc1c2c(c(N3CCN(CCO)CC3)n3c1nc1ccccc13)CCCC2
→ 93%[activator] | -20% | -3%
- Cc1ccc(NC(=O)OCc2cccs2)cc1
→ ? | 11% | 15%
- Cc1ccc2nc3c(cc(C#N)c(=O)n3CC3CCCO3)c(=O)n2c1 (centres undefined)
→ 59%[activator] | 23% | 3%
- O=[N+]([O-])c1ccc(O)c(C=Nc2ccc3oc(Cc4ccc(Cl)cc4)nc3c2)c1
→ -6% | ? | -6%
- O=C(Nc1cccc(CCc2ccccn2)c1)c1ccc(Cl)cc1
→ -19% | -7% | 16%
- COc1ccc(Cl)cc1C(=O)Nc1nc2ccc(S(C)(=O)=O)cc2s1
→ 0% | -1% | 6%
- Cc1cc(C)nc(/N=C(\N)Nc2ccc(S(=O)(=O)Nc3nc(C)cc(C)n3)cc2)n1
→ -11% | -23% | 1%
- O=C(N/N=C/c1c(Nc2cccc(C(F)(F)F)c2)nc2ccccn2c1=O)c1ccccc1
→ -6% | 43% | 6%
- CC(C)CCn1c(=O)c2ccccc2n2c(COC(=O)c3ccc(S(=O)(=O)N(C)C)cc3)nnc12
→ -12% | -1% | -7%
- CCC(C)n1c(-c2cc(OC)c(OC)c(OC)c2)nc2nc3ccccc3nc21 (centres undefined)
→ -23% | 0% | 3%
- CCN(CC)CCN1C(=O)C(=O)/C(=C(/O)c2ccc(OC)cc2)C1c1cccs1 (centres undefined)
→ -15% | -2% | 1%
- Cc1ccc(/C=C/C2=Cc3c(sc(NC(=O)CSc4n[nH]c(N)n4)c3C#N)C(C)(C)C2)o1
→ ? | 40µM* | -7%
- Cc1ccc(-c2nn(-c3ccccc3)cc2C(=O)O)o1
→ -6% | 16µM* | ?
- O=C(Cc1ccccc1[N+](=O)[O-])OCc1cccc([N+](=O)[O-])c1
→ -17% | -5% | 68%[activator]
- O=C(COC(=O)c1ccc[n+]([O-])c1)Nc1c(Br)cc([N+](=O)[O-])cc1Br
→ -16% | 2% | 12%
- CCOC(=O)N1CCN(Cc2nc3c(c(=O)n(C)c(=O)n3C)n2Cc2cc(C)ccc2C)CC1
→ -7% | 9% | 2%
- CNC(=S)N1CCC(NC(=O)c2ccco2)CC1
→ 2% | -20% | 5%
- CCOC(=O)c1sc(NC(=O)CSc2nc3ccccc3s2)c(C(=O)OCC)c1C
→ 10% | -6% | -4%
- c1ccc2oc(-c3ccc(Nc4nc(N5CCCCC5)nc(N5CCOCC5)n4)cc3)nc2c1
→ -9% | 46% | 10%
- CCOC(=O)c1c(-c2ccc(OCC)cc2)csc1NC(=O)CCN1C(=O)c2ccccc2C1=O
→ 6% | 11% | 21%
- CN(C(=O)COc1ccc(Cl)cc1)c1nnc(C23CC4CC(CC(C4)C2)C3)s1
→ -7% | -1% | -1%
- Cc1cc(Cl)ccc1OCC(=O)n1cc(C(=O)c2cc(Cl)ccc2O)cn1
→ -15% | 13% | 0%
- COc1ccc([C@]23Cc4ccccc4C(O2)C2=C(CC(C)(C)CC2=O)O3)cc1
→ ? | 3%[22.9 µM] | 5%[12.4 µM]
- CCOC(=O)c1c(C)[nH]c(C=Nc2ccccc2)c1O
→ -11% | 22% | 14%
- COc1cc(C2C(N3C(=O)c4ccccc4C3=O)C(=O)N2c2cccc(C)c2)cc(OC)c1OC (centres undefined)
→ -4% | 6% | 3%
- COc1ccc(C2C=C(c3cccs3)Nc3nc(CCCO)nn32)cc1 (centres undefined)
→ . | 18% | -4%
- COc1ccc(C)cc1NC(=O)C(Sc1ccccc1)c1ccccc1 (centres undefined)
→ -6% | -3% | -2%
- CCOc1cc(/C=C(\C#N)C(=O)Nc2ccccc2[N+](=O)[O-])ccc1OCc1cccc2ccccc12
→ -9% | 4% | 10%
- Cc1ccc(C2C(C#N)=C(N)Oc3c2sc2ccccc32)o1 (centres undefined)
→ -6% | ? | -7%
- COC(=O)C1=C(C)N=c2s/c(=C3\C(=O)Nc4ccccc43)c(=O)n2C1c1ccccc1 (centres undefined)
→ -4% | -11% | -2%
- CC(C)(C)OC(=O)CN1C(=O)S/C(=C\c2ccc(-c3cccc(C(=O)O)c3)o2)C1=O
→ -9% | ? | -28%
- COc1c(N2CCN(C(=S)Nc3ccccc3)C(C)C2)c(F)cc2c(=O)c(C(=O)O)cn(C3CC3)c12 (centres undefined)
→ -5% | 14% | -3%
- Clc1ccc(C2C3=C(Nc4ncnn42)c2ccccc2CC3)cc1 (centres undefined)
→ -21% | 6% | -2%
- O=c1c2ccccc2oc2nc(-c3ccco3)n(CCc3ccccc3)c(=O)c12
→ -8% | 2% | -1%
- CCCCNC(=S)N(C)/N=C/c1sc(N2CCCCC2)nc1-c1cccs1
→ -7% | ? | 1%
- Cc1cc(Oc2ccc(=O)n(C)n2)nc(=S)[nH]1
→ 4% | 9% | 9%
- Cn1c(=O)c2cnc(N3CCOCC3)nc2n(C)c1=O
→ -11% | 11% | 7%
- COc1ccccc1C(=O)Nc1cc2c(ccc3ccccc32)oc1=O
→ -5% | -1% | 11%

Copied from the results shown for reference:
Each structure is followed by: Apoferritin bind | Pol beta inh | APE1 inh
- Cc1cc(Cl)ccc1OCC(=O)n1cc(C(=O)c2cc(Cl)ccc2O)cn1
→ -15% | 13% | 0%
- COc1ccc([C@]23Cc4ccccc4C(O2)C2=C(CC(C)(C)CC2=O)O3)cc1
→ ? | 3%[22.9 µM] | 5%[12.4 µM]
- CCOC(=O)c1c(C)[nH]c(C=Nc2ccccc2)c1O
→ -11% | 22% | 14%

(cont.)
Each structure is followed by: Apoferritin bind | Pol beta inh | APE1 inh
- COc1cc2c(c(O)c1OC)-c1c(cc(OC)c(OC)c1O)[C@@H](OC(=O)c1ccccc1)[C@@](C)(O)[C@@H](C)[C@@H]2OC(C)=O
→ -2% | -23% | 1%
- CC1(C)NC(=O)N(CC(=O)Nc2cc(S(=O)(=O)N3CCOCC3)ccc2N2CCOCC2)C1=O
→ -5% | ? | -7%
- COc1ccc(CCn2c(=O)[nH]c3cc(C(=O)NCCc4ccccc4)ccc3c2=O)cc1OC
→ -9% | 17% | -2%
- COc1ccc(CNc2ccc3c(c2)CCC3)cc1OC
→ ? | 15% | 1%
- O=C1N/C(=C\c2nc3ccccc3s2)c2ccccc21
→ -12% | 8% | -6%
- Cc1nc2c(c(=O)n1Cc1ccccc1Cl)c1nc3ccccc3nc1n2Cc1ccco1
→ 5% | 20µM* | -6%
- N#C/C(=C\c1sc(N2CCOCC2)nc1-c1ccccc1)C(=O)Nc1cccc2ccccc12
→ -3% | 35% | 0%
- COc1cc(-c2nnc(CSc3nc4ccccc4s3)o2)cc(OC)c1OC
→ -19% | -5% | -8%
- C/C(=N\Nc1ncc(Cl)cc1Cl)c1cccs1
→ ? | -24% | 8%
- COc1ccc(NC(=O)CSc2nc3ccccc3c(=O)n2Cc2cccs2)c(OC)c1
→ 0% | 4% | -9%
- O=C(CSc1nc(-c2ccccc2)nc2c1Cc1ccccc1O2)Nc1ccccc1
→ 2% | 6% | ?
- COc1ccc(N2C(=O)CCC2(C(N)=O)c2ccccc2)cc1 (centres undefined)
→ -4% | 13% | -2%
- COC(=O)c1cc(Br)c(=O)n(-c2ccc(C(C)=O)cc2)c1
→ -8% | 26% | -5%
- N#Cc1nc(-c2ccc(OCc3ccccc3Cl)cc2)oc1NCCCn1ccnc1
→ -7% | 8% | -3%
- COc1cc2cc(C)c3nnc(SCC(N)=O)n3c2cc1OC
→ -10% | -15% | 0%
- Cc1ccccc1-c1nnc(NC(=O)c2cc3ccccc3oc2=O)s1
→ -6% | -2% | 3%
- Cc1c(Cl)cn2c(=O)cc(CN3CCN(c4ccc(F)cc4)CC3)nc2c1Cl
→ -15% | ? | -4%
- CCOCCOC(=O)COc1ccc(N2C(=O)c3ccccc3C2=O)cc1
→ -17% | 1% | 0%
- Cc1cc2c(c(=O)o1)C1O[C@](c3ccsc3)(Cc3ccccc31)O2
→ -17%[15.3 µM] | 1%[22.9 µM] | -2%[12.4 µM]
- CCN(C(=O)c1cc2ccccc2o1)C12CC3CC(CC(C3)C1)C2
→ 1% | -1% | -2%

The list continues.
SMILES	Apoferritin bind	Pol beta inh	APE1 inh
COc1cc(/C=C2/C(=O)N(c3ccc(Br)cc3)N=C2C)cc([N+](=O)[O-])c1O	-8%	-2%	?
Cc1nc2ccccc2n1/C(=N/S(=O)(=O)c1ccc(Br)cc1)c1ccccc1	6%	-12%	-1%
O=C(CCCSc1nnnn1-c1ccccc1)c1ccc(F)cc1	?	0%	-4%
CN1C(=O)c2oc3ccc(Br)cc3c(=O)c2C1c1ccncc1 (centres undefined)	-5%	1%	1%
CCOc1ncccc1C(=O)OCC(=O)Nc1cc(C(=O)OC)ccc1C(=O)OC	-8%	7%	-8%
Cn1c(=O)c2c(nc(Br)n2Cc2c(F)cccc2Cl)n(C)c1=O	-12%	1%	3%
O=C(CSc1nc(C2CC2)nc2ccccc12)NCc1ccc2c(c1)OCO2	-6%	29%	-6%
COc1cc(/C=C2\SC(=S)NC2=O)ccc1OS(=O)(=O)c1ccccc1	-18%	?	3%
Cc1ccc(-c2ccc(SCC(=O)N3CCCc4ccccc43)nn2)cc1	-8%	4%	17%
Cc1nc2cc(-c3ccc(F)cc3)nn2c(N2CCOCC2)c1C	-10%	17%	-4%
Cc1cc2cc(CNC(=O)c3cc4ccccc4o3)ccc2n1C	?	19%	-5%
COCCCNc1ncnc2c1[nH]c1ccccc12	10%	-24%	-6%
O=C(CCC(=O)N1CCN(c2ccc(O)cc2)CC1)c1ccc(Br)cc1	-10%	19%	11%
COc1cc(/C=N/NC(=O)c2cncc(Br)c2)ccc1OC(=O)c1ccc2c(c1)OCO2	-16%	6%	-4%
CC(O)c1cccc(NC(=O)Cc2cccc3ccccc23)c1 (centres undefined)	-11%	1%	-3%
Cc1ccccc1Nc1nc(-c2sc(NC(=O)c3ccc([N+](=O)[O-])cc3)nc2C)cs1	-17%	-9%	?
CC1CCC2C(C1)OS(=O)(=O)NC2(C)C (centres undefined)	-13%	73%	-1%
O=C1CN(c2nc(-c3ccccc3)c3cc(Br)ccc3n2)c2ccccc2N1	-7%	3%	10%
CCCCN1CCCC1CNC(=O)c1cc(C#N)c2ccccc2c1OC (centres undefined)	-20%	11%	2%
N=C1C(c2nc3ccccc3c(=O)[nH]2)=C(O)CN1c1ccccc1	-9%	3%	25%

Sorted by value in Pol beta inh (low to high): some entries from above.
SMILES	Pol beta inh	APE1 inh
Cc1nc2ccccc2n1/C(=N/S(=O)(=O)c1ccc(Br)cc1)c1ccccc1	-12%	-1%
COc1cc(/C=C2/C(=O)N(c3ccc(Br)cc3)N=C2C)cc([N+](=O)[O-])c1O	-2%	?
N=C1C(c2nc3ccccc3c(=O)[nH]2)=C(O)CN1c1ccccc1	3%	25%
Cc1nc2cc(-c3ccc(F)cc3)nn2c(N2CCOCC2)c1C	17%	-4%
Cc1cc2cc(CNC(=O)c3cc4ccccc4o3)ccc2n1C	19%	-5%
CC1CCC2C(C1)OS(=O)(=O)NC2(C)C (centres undefined)	73%	-1%

Carrying on.
SMILES	Apoferritin bind	Pol beta inh	APE1 inh
c1nnc2c3c4c(sc3ncn12)CCCC4	4%	14%	-4%
CN1CCc2nc(SCC(=O)Nc3ccc(F)cc3)c(C#N)cc2C1	-7%	-9%	-3%
COc1ccccc1NC(=O)c1c(N=Cc2ccccc2O)cnn1C	-8%	3%	3%
COc1ccc(CCN(Cc2cc3cc4c(cc3[nH]c2=O)OCO4)C(C)=O)cc1OC	-6%	5%	3%
C#CCOCCOCCOCCNc1nc(N2CCN(C(=O)C(Cc3ccc(O)cc3)n3cc(C(N)CC(C)C)nn3)CC2)nc(N2CCN(C(=O)C(Cc3cc4ccccc4[nH]3)n3cc(C(N)C(C)CC)nn3)CC2)n1 (centres undefined)	-16%	50µM*	1%
COc1ccc(-n2c(C)nc3sc4c(c3c2=O)CCCC4)cc1	-18%	-16%	6%
O=C(CSc1nnc(-c2ccc3c(c2)OCCO3)o1)NC1CCCCC1	-9%	3%	2%
Cc1ccc(CN=C2NC(=O)C(CC(=O)NCCc3ccccc3)S2)cc1 (centres undefined)	-18%	2%	19%
CCOC(=O)c1cc(C(=O)c2ccccc2O)cn2c(=O)c3c(C)c(C)sc3nc12	-9%	26%	19%
Cc1cc2cc(CCNC(=O)c3c(-c4ccccc4Cl)noc3C)c(=O)[nH]c2cc1C	0%	1%	9%
C#CCOCCOCCOCCNc1nc(N2CCN(C(=O)Cn3cc(CCCCN)nn3)CC2)nc(N2CCN(C(=O)[C@H](C)n3cc(CCCN=C(N)N)nn3)CC2)n1	-3%	6%	-4%
CCNC(=S)N/N=C(\C)c1ccc2ccccc2c1	-12%	-1%	0%
Cc1noc(C)c1CSc1ncnc2sc3c(c12)CCC(C)C3 (centres undefined)	-15%	1%	0%
COC(=O)c1cccc(Cn2cc([N+](=O)[O-])cn2)c1	-16%	-3%	-6%
O=C(CSc1nnc(-c2ccncc2)n1CCc1ccccc1)N1CCCC1	2%	0%	-9%
